High-throughput results: PubChem, several laboratories
TMEM16A inh – inhibitors of mouse TMEM16A calcium-activated chloride channel; HEK293 TMEM16A/YFP iodide influx fluorescence, ionomycin; Q8BHY3; hit rate 1.2% among 310,000; normalized B-score (activity score, 25-100; higher = stronger inhibition) at 10 µM; AID 588511;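 active = ratio plate-corrected score three or more library SD toward inhibition, starting fluorescence score within five deviations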;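 also: score derived from kinetic fluorescence span divided by baseline fluorescence per well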
Target sequence (Q8BHY3 whole entry, looked up): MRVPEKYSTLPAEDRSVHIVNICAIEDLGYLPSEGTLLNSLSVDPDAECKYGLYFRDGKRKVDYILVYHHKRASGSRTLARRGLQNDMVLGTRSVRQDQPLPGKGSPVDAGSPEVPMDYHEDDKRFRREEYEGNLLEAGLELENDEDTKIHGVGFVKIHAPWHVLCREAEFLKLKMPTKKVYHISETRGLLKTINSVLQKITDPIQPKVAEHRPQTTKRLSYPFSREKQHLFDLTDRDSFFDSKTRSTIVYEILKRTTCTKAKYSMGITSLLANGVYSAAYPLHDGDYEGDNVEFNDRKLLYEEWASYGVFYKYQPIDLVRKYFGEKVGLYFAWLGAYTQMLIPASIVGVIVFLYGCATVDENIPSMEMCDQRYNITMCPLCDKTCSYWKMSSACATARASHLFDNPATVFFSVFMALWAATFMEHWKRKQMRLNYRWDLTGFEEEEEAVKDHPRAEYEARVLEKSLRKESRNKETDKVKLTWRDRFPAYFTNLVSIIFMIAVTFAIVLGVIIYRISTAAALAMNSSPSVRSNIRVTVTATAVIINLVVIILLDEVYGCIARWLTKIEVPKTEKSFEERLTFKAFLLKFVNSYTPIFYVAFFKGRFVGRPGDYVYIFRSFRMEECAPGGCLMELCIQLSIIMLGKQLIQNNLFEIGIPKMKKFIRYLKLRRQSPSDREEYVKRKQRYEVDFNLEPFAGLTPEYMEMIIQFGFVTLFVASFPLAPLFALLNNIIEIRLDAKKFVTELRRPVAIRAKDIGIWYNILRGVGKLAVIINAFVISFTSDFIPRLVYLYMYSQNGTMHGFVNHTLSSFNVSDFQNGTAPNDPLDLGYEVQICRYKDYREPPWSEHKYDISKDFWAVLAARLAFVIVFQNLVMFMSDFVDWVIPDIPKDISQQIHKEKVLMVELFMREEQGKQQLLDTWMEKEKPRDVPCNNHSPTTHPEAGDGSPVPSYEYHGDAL
TRPC6 activator – activates the mouse TRPC6 cation channel; AID 2550; hit rate 0.13% among 310,000; Q61143; B-score at 10 µM; HEK293-TRPC6 membrane potential dye fluorescence; active compounds read high;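 active = B-score of the integrated fluorescence ratio above library mean plus 3 SD, and starting fluorescence ratio within library mean plus 5 SD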;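 also: higher score means more depolarization so channel activation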
MrgX1 PAM – human MrgX1 positive allosteric modulation, primary screen; Q96LB2; MrgX1-HEK293, Fluo-4 calcium flux, FDSS; active compounds read high; B-score at 10 µM; hit rate 0.63% among 310,000; AID 588675;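 active = plate-corrected calcium response at least 3 library SD above typical, normal starting fluorescence, not activating the receptor alone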;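 also: compound read alongside a low EC10 to EC30 dose of BAM8-22 agonist; peak minus trough fluorescence over baseline measured at the second addition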
TRPC6 inh – inhibitors of mouse TRPC6 channel; Q61143; AID 2553; HEK293-TRPC6, membrane potential dye, ACh-evoked depolarization; active compounds read low; hit rate 1.1% among 310,000; B-score at 10 µM;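 active = B-score under library mean minus 3 SD, initial fluorescence not abnormally high, positive integrated signal ratio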;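 also: B-score derived from integrated fluorescence ratio over the kinetic read; more negative B-score means stronger inhibition of depolarization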
ANO1 activ – activators or potentiators of mouse TMEM16A chloride channel | HEK293 TMEM16A/YFP-H148Q/I152L, iodide quench fluorescence; active compounds read low | B-score at 10 µM | hit rate 0.3% among 340,000;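 active = fluorescence-ratio B-score plate-corrected deviation score at least 3 library SD below zero, with starting fluorescence score within 5 deviations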;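 also: channel opened by trigger with iodide after compound preincubation; score built on the fluorescence ratio of max minus min over baseline; more negative score means more quench and so TMEM16A activation or potentiation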
HDAC3 inhib – human HDAC3 inhibition; recombinant HDAC3, fluorogenic peptide/trypsin coupled, fluorescence; inhibition, % at 8.3 µM; hit rate 0.15% among 320,000; O15379; AID 2718; in the data active = inhibition above about 26%, passing the limit was not always enough; inconclusive = no clear call, values can overlap the other calls
MrgX1 antagonist – human MrgX1 receptor antagonism, primary screen; Q96LB2; hit rate 1.3% among 310,000; MRGX1-HEK293 calcium flux, Fluo-4, BAM8-22 antagonism; active compounds read low; B-score at 10 µM;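 active = calcium-response B-score plate-corrected more than 3 library SD below zero, starting fluorescence within 5 deviations, no agonist response on first addition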;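 also: peak minus trough fluorescence over baseline after final BAM8-22 challenge near maximal dose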
RGS4 act – potentiators or activators of RGS4 | HEK293 M3R/inducible RGS4, carbachol calcium flux Fluo4; active compounds read low | B-score at 10 µM | hit rate 0.92% among 310,000;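 active = B-score of the integrated calcium signal more than 4 SD below the library mean, with starting fluorescence not abnormally high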;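 also: negative B-score means reduced calcium response which marks RGS4 activation or potentiation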
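Assay system: HEK293 FlpIn-TREx cells, stable M3R, doxycycline-inducible RGS4 / Probe or stimulus: carbachol, ECmax concentration / Times: overnight RGS4 induction, 30 min dye load 37 °C, 20 min compound RT / Signal: kinetic calcium fluorescence imaging with Fluo4-AM dye, 2 µM / Measure: Agonist-evoked peak-minus-minimum fluorescence over baseline, integrated ratio, B score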
MrgX1 ag – agonists of human MrgX1 receptor | hit rate 0.44% among 310,000 | MrgX1-HEK293 cells, Fluo-4 calcium fluorescence, agonist mode; active compounds read high | Q96LB2 | AID 588627 | B-score at 10 µM;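 active = calcium response B-score plate-corrected fluorescence ratio at least 3 library SD, with starting fluorescence B-score inside 5 SD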
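Assay system: stable human MrgX1 HEK293 cell line. Quantity: 15,000 cells per well. Schedule: cells plated overnight, dye loaded 0.5 h 37 °C, 0.5 h room temperature. Detection: Fluo-4 NW calcium-flux fluorescence, kinetic read. Read-out basis: peak-minus-minimum fluorescence over baseline, converted to B scores. Control set: positive and negative control wells on each plate.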
RGS4 block – human RGS4 inhibition | B-score at 10 µM | AID 463165 | P49798 | HEK293 M3R/RGS4 inducible, Fluo-4 calcium flux; active compounds read high; triggered by carbachol at its EC20 | hit rate 0.45% among 310,000;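 active = B-score, a plate-corrected calcium signal, over three deviations above library mean, with baseline fluorescence within five deviations of library mean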;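 also: RGS4 expression induced by doxycycline in cells with stable M3 receptor; B-score is computed from the integrated fluorescence ratio over baseline after carbachol; higher B-score means a larger calcium signal and so more RGS4 inhibition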
SKKanGAS inh – inhibitors of SKKanGAS S. pyogenes growth in kanamycin (SK-promoter or general growth effect); AID 1662; hit rate 1.3% among 300,000; BacTiter-Glo, 6 h; inhibition, % at 7.5 µM;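 active = mean replicate score, as percent of positive control median, at least 50; inconclusive = mean below 50 but one replicate at or above 50; inactive = mean and every replicate below 50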;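 also: strain carries kanamycin resistance gene driven by streptokinase promoter and grows in 40 µg/ml kanamycin; loss of luminescence reflects streptokinase promoter inhibition or plain growth inhibition; 0% = median of DMSO wells and 100% = positive control at its reference dose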
An asterisk follows results filed as active; i = inactive; ? = inconclusive; / = not tested or not shown.

Order of values: TMEM16A inh	TRPC6 activator	MrgX1 PAM	TRPC6 inh	ANO1 activ	HDAC3 inhib	MrgX1 antagonist	RGS4 act	MrgX1 ag	RGS4 block	SKKanGAS inh
CS(=O)(=O)NCCSCc1ccc(Cl)cc1
 : i	i	i	i	i	9	i	i	i	i	-5
CN(C)n1cnc2ccsc2c1=O
 : i	i	i	i	i	-4	i	i	i	i	3
O=C(NCc1ccccc1Cl)C1CCCN1S(=O)(=O)c1ccccc1F (stereo not drawn)
 : i	i	i	i	i	0	i	i	i	i	-1
COc1ccc(CCN2CC(C(=O)NCCc3cccnc3)CCC2=O)cc1 (stereo not drawn)
 : i	i	i	i	i	-6	i	i	i	i	2
Cc1ccc(C)c(N(CC(=O)Nc2ccccc2C(=O)NCc2ccco2)S(=O)(=O)c2ccccc2)c1
 : i	i	i	i	i	7	i	i	i	i	1
CCNC(=O)n1nccc1C(C)Oc1cccc(C(F)(F)F)c1 (stereo not drawn)
 : i	i	i	i	i	9	i	i	i	i	-11
N/C(=N/S(=O)(=O)c1ccccc1)c1cccc([N+](=O)[O-])c1
 : i	i	i	i	i	-2	i	i	i	i	10
CCC(=O)Nc1ccccc1N1CCN(c2ccc(F)cc2)CC1
 : i	i	i	i	i	-15	i	i	i	i	-2
COc1ccc(OC)c2sc(N(CCCN(C)C)C(=O)CCS(=O)(=O)c3ccccc3)nc12
 : i	i	i	i	i	0	-7.6*	-13*	i	i	-3
CCn1cnc2cc(NCc3nc4ccccc4n3C)ccc21
 : i	i	i	i	i	-5	i	i	i	i	2
NC[C@@H]1O[C@H](C23CC4CC(CC(C4)C2)C3)Cc2c1ccc(O)c2O
 : i	i	i	i	i	-6	i	i	i	10*	-6
O=C(CCN1CCN(c2ccc(F)cc2)CC1)Nc1ccc(F)cc1
 : i	i	i	i	i	-3	i	i	i	i	-18
C=CCn1c(SCC(=O)NNC(=S)Nc2ccccc2)nnc1-c1ccccc1
 : i	i	i	i	i	1	i	i	i	i	-10
Cc1ccc2nsnc2c1NC(=O)Cc1ccc(Cl)cc1
 : i	i	i	i	i	-9	i	i	i	i	3
CCCC(C)NC(=O)c1sc2nc3n(c(=O)c2c1C)CCC3 (stereo not drawn)
 : i	i	i	i	i	?	i	i	i	i	-3
Cc1ccc(NS(=O)(=O)c2ccc(OCC(=O)NCc3ccco3)cc2)cc1
 : i	i	i	i	i	0	i	i	i	i	6
O=c1c2cc(Br)cc(Br)c2oc2nc3n(c(=O)c12)CCCS3
 : i	i	i	i	/	-4	i	i	i	i	20
Cc1ccc2c(Cl)c(C)c(N3CCCC3)nc2n1
 : i	i	i	-5.7*	i	2	i	i	i	i	-1
COc1cc(C2NC(C(=O)O)Cc3c2[nH]c2ccccc32)cc(OC)c1OC (stereo not drawn)
 : i	i	i	i	i	-4	i	i	i	i	1
Cc1ccc(OC(C)C)c(CN(CCO)CCO)c1
 : i	i	i	i	i	-9	i	i	i	i	0
CCN(CCO)C(=O)CC(c1ccccc1)c1cc(Br)ccc1O (stereo not drawn)
 : i	i	i	i	i	3	i	i	i	i	-15
Cc1ccc2c(c1)C=CC(C)N2C(=O)c1ccccc1 (stereo not drawn)
 : i	i	i	i	i	7	i	i	i	i	18
COc1ccc(Cl)cc1S(=O)(=O)N1CCCC(C(=O)NCc2ccccn2)C1 (stereo not drawn)
 : i	i	i	i	i	/	i	i	i	i	2
Cc1ccc(S(=O)(=O)NCC(=O)N2CCN(S(=O)(=O)c3ccc(Cl)cc3)CC2)cc1C
 : i	i	i	i	i	-1	i	i	i	i	-4
Cc1ccc(-c2nc3ncccc3o2)cc1NC(=O)c1ccccc1
 : i	i	i	i	i	-4	i	i	i	i	-8
CC(=O)c1ccccc1NS(=O)(=O)c1c(C)nn(-c2ccccc2)c1C
 : i	i	i	i	i	1	i	i	i	i	-2
CC(C)(C)c1ccc(S(=O)(=O)NCc2ccc(C(=O)N3CCCC3)cc2)cc1
 : i	i	i	i	i	0	i	i	i	i	-9
CN(CC1CCCN(CCc2ccc(Cl)cc2)C1)C(=O)C(=O)c1ccco1 (stereo not drawn)
 : i	i	i	i	i	-3	i	i	i	i	4
CCC1CCC(N2CCN(c3ccc([N+](=O)[O-])cc3)CC2)CC1 (stereo not drawn)
 : i	i	i	i	i	9	i	i	i	i	-2
Cc1ccn(CC(=O)O)c(=O)c1
 : i	i	i	i	i	2	i	i	i	i	-2
CSCCC(N=C1NS(=O)(=O)c2ccccc21)C(=O)N1CCCC(C(N)=O)C1 (stereo not drawn)
 : i	i	i	i	i	-7	i	i	i	i	-4
O=C(CSc1nc2c(c(C(F)(F)F)n1)CCc1ccccc1-2)NCc1ccc(F)cc1
 : i	i	i	i	i	-1	i	i	i	i	1
COc1ccccc1NC(=O)CCNS(=O)(=O)c1ccc2c(c1)CC(C)N2C(=O)C1CC1 (stereo not drawn)
 : i	i	i	i	i	-2	i	i	i	i	2
C=CCOC(=O)C1=C(C)OC(N)=C(C#N)C1c1ccco1 (stereo not drawn)
 : i	i	i	i	i	-1	i	i	i	i	-1
CN(C(=O)COC(=O)c1n[nH]c2ccccc12)c1ccccc1
 : i	i	i	i	i	0	i	i	i	i	6
Cn1nnnc1SCc1csc(Nc2ccccc2)n1
 : i	i	i	i	i	0	i	i	i	i	-7
O=C(CSC1=NCCN1)Nc1ccccc1[N+](=O)[O-]
 : i	i	i	i	i	-2	i	i	i	i	3
CCn1c(=O)cc(OCC(=O)N2CCN(c3ccc(F)cc3)CC2)c2ccccc21
 : i	i	i	i	i	/	i	i	i	i	0
CCN1/C(=C/c2ccc3ccccc3[n+]2CCCS(=O)(=O)[O-])C=Cc2cc(C)ccc21
 : i	i	i	i	i	11	i	i	i	i	15
COC(=O)CCCNS(=O)(=O)c1ccc2ccccc2c1
 : i	i	i	i	i	3	i	i	i	i	/
Cc1c(-c2cc(C(=O)O)no2)cnn1C
 : i	i	i	i	i	8	i	i	i	i	-5
CCCCNC(=O)c1sc2nc(C)cc(COC)c2c1-n1cccc1
 : i	i	i	i	i	-7	i	i	i	i	3
N/C(=N\OC(=O)Oc1ccccc1)c1ccc(Br)cc1
 : i	i	i	i	i	-1	i	i	i	i	1
COc1ccc(/C(O)=C2/C(=O)C(=O)N(CCN(C)C)C2c2ccc(F)cc2)cc1Cl (stereo not drawn)
 : i	i	i	i	i	0	i	i	i	i	-2
C/C(=N\NS(=O)(=O)c1ccc([N+](=O)[O-])cc1)c1cccs1
 : i	i	i	i	i	2	i	i	i	i	-6
COc1ccc(C(=O)Nc2ccc3c(c2)Cc2ccccc2-3)cc1
 : i	i	i	i	i	-3	i	i	i	i	22
COc1ccc(CCNC(=O)COc2ccc(S(=O)(=O)NC3CCCCC3)cc2Cl)cc1
 : 100*	i	i	i	i	16	i	i	i	i	-4
CC(C)NCC#CCOc1ccc(Cl)cc1
 : i	i	i	i	i	-1	i	i	i	i	0
C/C(=N\NC(N)=S)c1cc(-c2ccccc2)c(-c2ccccc2)s1
 : i	i	i	i	i	0	i	i	i	i	28
O=C(Nc1ccon1)c1cccc(C(F)(F)F)c1
 : i	i	i	i	i	1	i	i	i	i	4
CC(C)OC(=O)c1cc2ccccc2[nH]1
 : i	i	i	i	i	1	i	i	i	i	-1
Cc1cc(C)cc(NC(=O)Cc2ccc(-n3cccc3)cc2)c1
 : i	i	i	i	i	-5	i	i	i	i	2
CCCC(=O)Nc1ccc(S(=O)(=O)Nc2nccs2)cc1
 : i	i	i	i	i	0	i	i	i	i	-10
Cc1ccc(NCc2nc3ccccc3n2C)cc1C
 : i	i	i	i	i	-11	i	i	i	i	-4
CCOC(=O)CSc1snnc1-c1ccccc1
 : i	i	i	i	i	4	i	i	i	i	-10
CC(=O)Nc1nc(C)c(-c2csc(Nc3ccc(O)cc3)n2)s1
 : i	/	i	/	i	2	i	/	i	/	/
Nc1nonc1C(=O)NCCNCc1cc(Br)ccc1OCc1ccccc1F
 : 100*	i	i	i	i	2	i	i	i	i	1
CC(=O)N(CC(=O)Nc1nn(-c2ccccc2)nc1C(N)=O)Cc1ccccc1
 : i	i	i	i	i	-23	i	i	i	i	4
COc1ccc(Cc2nnc(Nc3ccc(Cl)cc3)[nH]c2=O)cc1
 : i	i	i	i	i	0	i	i	i	i	-5
COc1ccc(C(=O)CNc2ccc3ccccc3c2)cc1
 : /	i	/	i	i	/	/	i	/	i	-4

Next section.
Order of values: TMEM16A inh	TRPC6 activator	MrgX1 PAM	TRPC6 inh	ANO1 activ	HDAC3 inhib	MrgX1 antagonist	RGS4 act	MrgX1 ag	RGS4 block	SKKanGAS inh
Cc1ccc(S(C)(=O)=N/C=C2\C(=O)c3sccc3N(C)S2(=O)=O)cc1 (stereo not drawn)
 : i	i	i	i	i	-6	i	i	i	6.4*	0
CN(C)S(=O)(=O)c1ccc(C(=O)N2CCN(S(=O)(=O)c3cccs3)CC2)cc1
 : i	i	i	i	i	5	i	i	i	i	-2
CC(=C1C(=O)c2ccccc2C1=O)N1CCN(c2ccccn2)CC1
 : i	i	i	i	i	5	i	i	i	i	1
CCCC(=O)c1ccc(N2CCN(C(=O)c3ccccc3)CC2)c(F)c1
 : 25*	i	i	i	i	-5	i	i	i	i	/
Cn1c(=O)cc(SCC(=O)Nc2ccccn2)c2ccccc21
 : i	i	i	i	/	3	i	i	i	i	-13
Cc1c(CC(=O)N2CCN(C(=O)C3COc4ccccc4O3)CC2)c(=O)oc2c(C)c(O)ccc12 (stereo not drawn)
 : i	i	i	i	i	-2	i	i	i	i	3
FC(F)(F)c1ccc(Cl)c(-n2c(-c3ccco3)n[nH]c2=S)c1
 : i	i	i	i	i	2	i	i	i	i	4
O=S(=O)(NCc1cccnc1)c1ccc2ccccc2c1
 : i	i	i	i	i	-5	i	i	i	i	-13
CCc1ccc(-c2cc(C)no2)cc1S(=O)(=O)N1CCN(c2ccc(C(C)=O)cc2)CC1
 : i	i	i	i	i	-4	i	i	i	i	-1
Cc1ccc(NC(=O)C(=O)NCCCN2CC(C(=O)O)CC2=O)cc1 (stereo not drawn)
 : i	i	i	i	i	0	i	i	i	i	5
